Screening data as filed in PubChem.
MITF TRPM1 inh: inhibitors of MITF-driven TRPM1 promoter in melanoma cells | AID 488899 | inhibition, % at 12.5 µM | SK-MEL-5 TRPM1 promoter luciferase, 24 h | actives 0.83% (n = 330,000);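 active means mean inhibition across replicates of 60% or more, whatever share of single replicates reaches that level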; further: values of inactives mirror those of a sister screen read the other way
NR2E3 ag-1: activates human NR2E3 receptor; Q9Y5X4; CHO-S Gal4-NCOR/VP16-NR2E3 two-hybrid, luciferase; inhibition of corepressor binding, % at 3.98 µM; actives 0.35% (n = 360,000); AID 602229;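 active means inhibition above the mean of all tested compounds plus 3 SD, cut at about 70% in these data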;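 further: 0% = DMSO with NR2E3 transfected cells and 100% = cells lacking NR2E3 construct; higher means lower luciferase signal from less NR2E3 corepressor binding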
Target sequence (Q9Y5X4 whole entry, looked up, the tested form may be a part): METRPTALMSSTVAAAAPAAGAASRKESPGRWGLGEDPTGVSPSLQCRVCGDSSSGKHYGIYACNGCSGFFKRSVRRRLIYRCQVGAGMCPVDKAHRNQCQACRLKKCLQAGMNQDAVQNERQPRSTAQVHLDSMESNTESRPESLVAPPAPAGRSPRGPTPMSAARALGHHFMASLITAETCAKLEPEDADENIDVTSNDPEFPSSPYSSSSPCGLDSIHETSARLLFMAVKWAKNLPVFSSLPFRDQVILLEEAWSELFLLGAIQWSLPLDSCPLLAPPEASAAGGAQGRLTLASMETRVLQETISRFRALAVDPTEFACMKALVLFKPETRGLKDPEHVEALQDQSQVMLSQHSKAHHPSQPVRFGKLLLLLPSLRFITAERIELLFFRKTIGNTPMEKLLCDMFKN
Peg3 promoter: reduces Peg3 promoter-driven luciferase expression in HeLa | AID 588405 | HeLa PEG-Prom luciferase reporter, luminescence, overnight | actives 1.7% (n = 360,000) | inhibition, % at 20 µM;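 active means inhibition of at least 50% at 20 µM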
HIF-2a inh: HIF-2a inhibition; inhibition, % at 18.8 µM; actives 0.72% (n = 360,000); 786-0 RCC cells HIF-2a reporter, luciferase luminescence, overnight;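 active means inhibition of the luminescence signal of 40% or more relative to plate controls, in a single-dose primary screen at 18.75 µM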
NR2E3 ag-2: activates human photoreceptor nuclear receptor NR2E3; Q9Y5X4; GST-NR2E3/biotin-RetCOR TR-FRET, 1536-well; inhibition of corepressor binding, % at 4.78 µM; actives 0.12% (n = 320,000); AID 2300;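 active means percent inhibition above the cutoff of mean plus 3 SD of all tested compounds, set per screening campaign, cut at about 20% in these data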;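 further: 0% = DMSO wells and 100% = biotin wells as full block of FRET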
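Test system – NR2E3–RetCOR corepressor complex · Quantity – NR2E3 fusion 1.35 nM · Buffer or medium – Tris pH 7.5 · Incubation – Compound–protein incubation for 5 h at 4 °C · Technique – TR-FRET, Eu(K)-anti-GST donor, streptavidin-D2 acceptor, ex 340, em 617/671 nm · Evaluation – percent inhibition of 671/617 nm emission ratio versus biotin and DMSO controls · Plate – 1536-well format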
m5-HT2A agonist: activates the mouse 5-HT2A serotonin receptor; P35363; CHO-K1 mHTR2A beta-arrestin complementation, luminescence; percent of 30 µM serotonin response; activation, % at 7.6 µM; actives 0.66% (n = 360,000); AID 624169;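 active means activation above a run cutoff, the mean activation of all tested compounds plus 3 SD, cut at about 14% in these data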;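 further: 0% = plate median of compound wells and 100% = 30 µM serotonin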
Shn3 inh set2: Schnurri-3 reporter inhibition in Clone20 osteoblasts; Clone20 osteoblast Shn3 3'UTR firefly luciferase, 24 h; inhibition, % at 12.5 µM; actives 0.52% (n = 360,000);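 active means mean inhibition of at least 75% with every replicate also reaching 75%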;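 further: 0% = median of neutral control wells and 100% = pilot-screen positive control compound; some compounds past the cut are filed as inactive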
PDI inh: blocks human protein disulfide isomerase activity. PDI insulin aggregation turbidity, A650, 90 min. AID 588391. actives 0.052% (n = 350,000). P07237. inhibition, % at 10 µM;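 active means mean inhibition across replicates of 30% or more, whatever share of single replicates reach that level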;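 further: absorbance from insulin aggregation driven by PDI reduction with DTT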
Target sequence (P07237 whole entry, looked up): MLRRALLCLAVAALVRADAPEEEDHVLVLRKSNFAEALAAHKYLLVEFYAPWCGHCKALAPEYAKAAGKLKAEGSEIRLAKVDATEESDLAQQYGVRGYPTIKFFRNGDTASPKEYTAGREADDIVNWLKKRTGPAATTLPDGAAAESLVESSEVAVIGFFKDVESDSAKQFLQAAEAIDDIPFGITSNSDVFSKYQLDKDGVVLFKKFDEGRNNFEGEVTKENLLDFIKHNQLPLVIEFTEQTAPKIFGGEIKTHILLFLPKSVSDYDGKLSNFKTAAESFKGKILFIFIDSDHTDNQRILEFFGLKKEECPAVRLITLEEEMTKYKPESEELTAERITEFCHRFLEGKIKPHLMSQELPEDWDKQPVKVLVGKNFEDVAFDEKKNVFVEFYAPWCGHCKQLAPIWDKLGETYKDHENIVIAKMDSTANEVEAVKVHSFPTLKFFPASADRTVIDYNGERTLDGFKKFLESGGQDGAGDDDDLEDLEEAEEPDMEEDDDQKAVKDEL
Cardio protect: modulators protecting cardiomyocytes from myocardial damage | H9c2 cardiomyocytes, H2O2 injury protection, ATPLite, 2 h | protection from H2O2 cell death, % at 20 µM | AID 588492 | actives 0.63% (n = 360,000);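 active means compounds giving at least 50% protection of heart cells from peroxide-induced death in the single-dose screen, raw or plate-pattern-corrected value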;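 further: 0% = DMSO wells with peroxide and 100% = DMSO wells without peroxide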
CaV13 ICDI inh: Disruptors of the CACNA1D IQ motif to Ca2+-dependent inactivation inhibitor domain association, primary screening, Förster resonance energy transfer in intact living …. actives 0.098% (n = 340,000). AID 743397. inhibition, % at 12.3 µM. HEK cells, CFP/YFP FRET ICDI-IQ, plate reader, 10 min; percent FRET-ratio fall versus neutral wells;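 active means mean replicate inhibition of at least 30% and at least 1% of replicates passing that level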;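 further: 0% = median of the neutral control wells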
hiPSC survival: hiPSC single-cell survival enhancement. survival enhancement, % at 20 µM. AID 602274. ATPlite luminescence; 100% = ROCK inhibitor wells, 0% = DMSO. actives 0.044% (n = 360,000); in the data active means survival enhancement above about 18%;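 further: cells exposed to compounds for 16 hours before the ATP read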
* hit, by the source's call; x = not tested or not shown.

1	O=C(NCCCSc1ccccc1)c1ccc(=O)[nH]c1
2	Cc1ccc(-c2cc(C(F)(F)F)c(C#N)c(SCC(=O)O)n2)cc1
3	CC1(C)C2CCC(C2)C1(C)NC(=O)CNC1CCCCC1 (stereo not given)
4	CCOC(=O)CCC(NC(=O)c1ccccc1C(=O)NC(CCC(=O)OCC)C(=O)OCC)C(=O)OCC (stereo not given)
5	COc1ccc(Cl)cc1NC(=O)C[n+]1cccc(C)c1
6	Cc1cccc(S(=O)(=O)N(C)C[C@@H]2OCc3cn(nn3)CCCC(=O)N([C@@H](C)CO)C[C@H]2C)c1
7	Cc1nn(-c2ccccc2)c(C)c1C(=O)NCc1cccs1
8	CN(CC1COc2ccccc2O1)C(=O)CSc1ncccn1 (stereo not given)

screen / no.	1	2	3	4	5	6	7	8
m5-HT2A agonist	-5	0	1	2	-1	2	2	0
CaV13 ICDI inh	-2	-2	-3	-4	-5	-9	-15	-6
NR2E3 ag-1	-11	2	15	4	-6	-29	-50	-48
HIF-2a inh	-6	24	7	3	18	-6	-11	-87
NR2E3 ag-2	0	-1	0	2	3	x	3	x
MITF TRPM1 inh	5	21	-6	-11	0	x	4	-15
hiPSC survival	-0.5	-0.6	0.3	1.3	-0.2	0.1	-1.3	1.5
PDI inh	-1	3	9	-2	3	-7	-1	-51
Peg3 promoter	5	26	-4	9	3	10	-8	-72
Cardio protect	0	1	-1	0	-1	5	4	-1
Shn3 inh set2	8	0	12	9	2	-11	7	-60

Seven entries from above, sorted by SMILES length, falling.
6	Cc1cccc(S(=O)(=O)N(C)C[C@@H]2OCc3cn(nn3)CCCC(=O)N([C@@H](C)CO)C[C@H]2C)c1
4	CCOC(=O)CCC(NC(=O)c1ccccc1C(=O)NC(CCC(=O)OCC)C(=O)OCC)C(=O)OCC (stereo not given)
2	Cc1ccc(-c2cc(C(F)(F)F)c(C#N)c(SCC(=O)O)n2)cc1
3	CC1(C)C2CCC(C2)C1(C)NC(=O)CNC1CCCCC1 (stereo not given)
5	COc1ccc(Cl)cc1NC(=O)C[n+]1cccc(C)c1
8	CN(CC1COc2ccccc2O1)C(=O)CSc1ncccn1 (stereo not given)
1	O=C(NCCCSc1ccccc1)c1ccc(=O)[nH]c1

screen / no.	6	4	2	3	5	8	1
m5-HT2A agonist	2	2	0	1	-1	0	-5
CaV13 ICDI inh	-9	-4	-2	-3	-5	-6	-2
NR2E3 ag-1	-29	4	2	15	-6	-48	-11
HIF-2a inh	-6	3	24	7	18	-87	-6
NR2E3 ag-2	x	2	-1	0	3	x	0
MITF TRPM1 inh	x	-11	21	-6	0	-15	5
hiPSC survival	0.1	1.3	-0.6	0.3	-0.2	1.5	-0.5
PDI inh	-7	-2	3	9	3	-51	-1
Peg3 promoter	10	9	26	-4	3	-72	5
Cardio protect	5	0	1	-1	-1	-1	0
Shn3 inh set2	-11	9	0	12	2	-60	8

Other records follow.
9	COc1cc(/C=N/n2c(C3CCCCC3)n[nH]c2=S)ccc1O
10	Cc1ccc(C(=O)NCC(=O)NC2CCCCCC2)cc1
11	CC(C)=CCC/C(C)=C/CNC(=O)CC1C[C@H](C(=O)N2CCCCC2)[C@@]2(C)c3[nH]c4ccccc4c3CCN2C1=O (stereo not given in full)
12	CN(Cc1nc(C(c2ccccc2)c2ccccc2)no1)CC1COCCO1 (stereo not given)
13	Cc1ccc(S(=O)(=O)N2CCCC2C(=O)NC2=NCCS2)cc1 (stereo not given)
14	CCOc1ccc(NC(=O)CCNS(=O)(=O)c2cccc3nsnc23)cc1
15	COc1ccccc1/C=C/c1nc(C#N)c(N(C)C)o1
16	COc1ccc(OC)c(S(=O)(=O)N2CCCCCC2)c1

screen / no.	9	10	11	12	13	14	15	16
m5-HT2A agonist	-1	1	-4	1	-2	10	-1	-3
CaV13 ICDI inh	-5	-1	-5	-2	x	-7	-1	-1
NR2E3 ag-1	1	-15	-16	16	-5	-17	-156	21
HIF-2a inh	15	-30	9	-3	11	8	-331	13
NR2E3 ag-2	x	3	x	0	2	4	3	5
MITF TRPM1 inh	1	-3	-3	2	3	13	-85	2
hiPSC survival	-0.3	0.8	0.3	1.4	-0.8	-0.5	-0.6	5.7
PDI inh	-16	-5	4	-4	-1	-4	9	-1
Peg3 promoter	14	4	18	11	-7	-3	-417	13
Cardio protect	-4	-2	-22	6	9	5	7	7
Shn3 inh set2	-3	-7	68	-3	2	1	-83	9

17	CC(NC(=O)c1cc2cc(Br)ccc2oc1=N)c1ccccc1 (stereo not given)
18	Cc1nnc(Sc2cc(NCCO)c([N+](=O)[O-])c3nonc23)s1
19	COc1ccc2ncc(S(=O)(=O)c3ccccc3)c(N3CCN(c4ccccc4)CC3)c2c1
20	O=C(CSc1ccc2nnc(CCNC(=O)c3ccccc3)n2n1)Nc1ccccc1F
21	O=C(NCCOc1ccccc1)C1Nc2ccc(C(F)(F)F)cc2C2c3ccccc3CC12 (stereo not given)
22	COc1cc(C2C(C(=O)Nc3ccc(F)cc3)=C(C)Nc3nc(CCCO)nn32)cc(OC)c1OC (stereo not given)
23	CC1(OC(=O)C2CCCC2)C(=O)C=C2C=C(c3ccsc3)N(CCCCO)C=C2C1=O (stereo not given)
24	Cc1ccc(OCCOCCOc2cccc3cccnc23)c(Br)c1

screen / no.	17	18	19	20	21	22	23	24
m5-HT2A agonist	2	-2	-2	7	4	5	-1	-2
CaV13 ICDI inh	x	0	-4	-4	-5	-1	-6	-4
NR2E3 ag-1	11	-20	-33	0	-4	-40	2	-65
HIF-2a inh	-8	25	16	25	-1	15	4	1
NR2E3 ag-2	2	x	-4	0	2	7	0	-2
MITF TRPM1 inh	17	67*	-5	12	26	x	-4	-14
hiPSC survival	-0.4	-0.2	-1.9	-0.4	0.0	-1.9	-0.8	-2.5
PDI inh	28	-4	-1	8	-6	x	-7	11
Peg3 promoter	2	31	12	9	-1	3	-4	-34
Cardio protect	-5	-34	1	-4	-8	9	3	-15
Shn3 inh set2	14	34	27	-3	-5	0	-13	6

25	Cc1ccc(N(Cc2ccccc2)C(=O)Cc2ccc(S(=O)(=O)N3CCOCC3)s2)cc1
26	COc1ccccc1N1CCN(/N=C(\C)c2ccc(O)cc2)CC1
27	COc1ccc(-c2nnc3ccc(SCC(=O)NCC4CCCO4)nn23)cc1 (stereo not given)
28	CN(Cc1ccc(Cl)cc1Cl)C(=O)c1cccc(S(=O)(=O)NCc2ccccc2)c1
29	COC(=O)C1C(=O)C=C(Nc2ccc(F)cc2F)CC1c1ccccc1 (stereo not given)
30	Cc1ccc([N+](=O)[O-])cc1NC(=O)CSc1nncn1-c1ccccn1
31	[O-][n+]1onc2c1CCc1nnc(-c3ccccc3)cc1-2
32	COc1cccc(CN2CCN(Cc3ccc(O)c(OC)c3)CC2CCO)c1 (stereo not given)

screen / no.	25	26	27	28	29	30	31	32
m5-HT2A agonist	-6	-3	3	4	-1	6	2	-3
CaV13 ICDI inh	-6	4	x	-6	-3	-3	0	-7
NR2E3 ag-1	-6	-41	19	-2	-12	-1	-21	27
HIF-2a inh	-20	-1	15	18	-43	8	-12	5
NR2E3 ag-2	x	-2	0	x	6	5	1	0
MITF TRPM1 inh	-27	-14	8	-1	-1	6	6	7
hiPSC survival	-0.4	0.4	-0.1	1.2	1.0	0.3	0.5	0.6
PDI inh	-1	3	-2	10	-3	9	0	5
Peg3 promoter	-16	-51	6	28	-48	6	-20	-6
Cardio protect	-3	-5	0	-5	2	-7	-4	-9
Shn3 inh set2	-17	-23	-11	16	-3	-3	-11	-8

33	Cc1csc(C(C)NC(=O)c2ccc(OC3CCN(CCc4ccccc4)CC3)cc2)n1 (stereo not given)
34	CC(C)N1CCN(C(=O)c2ccc(NC(=O)c3ccc(Br)o3)cc2)CC1
35	Cc1cccc(C)c1NC(=O)NCCCN1CCN(c2ccccc2)CC1
36	COC(=O)c1ccc(CSc2nnc(-c3ccncc3)n2Cc2ccccc2)o1
37	COc1ccc(Cl)cc1NC(=O)CN(C)C(=O)C1CC1
38	COc1ccc(NS(=O)(=O)c2ccc(OC)c(NC(=O)CCC3CCCCC3)c2)cc1
39	COc1ccc([N+](=O)[O-])cc1NC(=O)c1ccco1
40	COc1cccc(CN2C(=O)c3ccccc3C2C(=O)NCC2CCCO2)c1 (stereo not given)

screen / no.	33	34	35	36	37	38	39	40
m5-HT2A agonist	-8	1	4	1	3	-6	-2	1
CaV13 ICDI inh	-2	-6	-14	-3	-3	-14	-5	x
NR2E3 ag-1	-14	-32	-8	-19	11	-18	5	-17
HIF-2a inh	7	4	6	5	12	10	-5	10
NR2E3 ag-2	-3	4	-2	-1	x	-2	4	-1
MITF TRPM1 inh	3	-12	-19	-3	-4	-2	20	1
hiPSC survival	-0.5	-1.3	0.3	0.6	-1.3	0.0	-1.0	-1.1
PDI inh	5	3	15	2	2	1	-5	-1
Peg3 promoter	-13	-6	18	-3	15	21	10	4
Cardio protect	-2	-1	5	0	3	-13	0	1
Shn3 inh set2	19	6	1	4	-11	22	-47	3

41	COC(=O)c1cc(S(=O)(=O)N2CCCCC2)c[nH]1
42	COc1ccc(C2Nc3ccccc3NC3=C2C(=O)CC(C)(C)C3)cc1OC (stereo not given)
43	CCC(C)NCCOCCOc1ccc(Cl)c2ccccc12 (stereo not given)
44	CCCCOP(=O)(OCCCC)C(O)c1ccc(Br)cc1 (stereo not given)
45	c1coc(-c2ccnc(-n3cccc3)n2)c1
46	CCOC(=O)c1ccccc1NC(=O)COC(=O)c1ccccc1C(=O)N(C)c1ccccc1
47	CCOCCOC(=O)c1[nH]c2c(c1C)C(=O)CC(c1ccc(OC)c(OC)c1)C2 (stereo not given)
48	CCc1cc(CNC(=O)c2ccc(OC3CCN(CCc4ccccc4)CC3)cc2)on1
49	COc1cccc(/C=c2\sc3nc(-c4cccs4)nn3c2=O)c1OC
50	COc1ccc(C2OC(=O)CC2C(=O)NCc2ccc(Cl)cc2)cc1OC (stereo not given)
51	CCCn1c2ccccc2c2cnn(CC(=O)NC3CCCCC3)c(=O)c21

screen / no.	41	42	43	44	45	46	47	48	49	50	51
m5-HT2A agonist	-2	17*	-5	4	-4	4	1	-15	-1	0	4
CaV13 ICDI inh	-3	-5	6	-8	-3	-6	-20	-3	-5	4	-3
NR2E3 ag-1	-2	-26	7	-13	-4	11	-3	-14	-20	-47	1
HIF-2a inh	8	-3	10	21	-31	4	0	13	9	-194	-2
NR2E3 ag-2	2	-4	-3	-2	1	-2	3	-1	1	-2	-3
MITF TRPM1 inh	8	2	2	6	-17	-14	14	-1	-8	-42	15
hiPSC survival	0.2	-0.2	-1.0	1.0	-0.3	-0.4	-0.3	-0.4	-2.3	-0.5	1.4
PDI inh	-6	10	6	-1	4	-1	2	7	8	-8	3
Peg3 promoter	-1	18	102*	14	24	9	21	17	7	-187	5
Cardio protect	-2	7	-16	3	-4	-6	-5	-4	-2	-14	-1
Shn3 inh set2	-14	-22	1	-20	-30	7	64	8	-2	-36	7
